Source: PubChem BioAssay
MITF primary: MITF inhibitors, primary screen, biochemical, AlphaScreen, human; Microphthalmia-associated transcription factor (Homo sapiens), O75030; AlphaScreen MITF homodimerization, bead proximity signal; inhibition, % at 2.6 µM; hit rate 0.91% among 650,000; AID 1259374, 2018; in the data active means inhibition above about 50%;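 further: 0% = vehicle wells with protein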
FBW7 act: FBW7 E3 ligase activators, primary screen, biochemical, AlphaScreen, human | F-box/WD repeat-containing protein 7 (Homo sapiens), Q969H0 | AlphaScreen FBW7–phospho-cyclin E peptide binding, activator screen | normalized activity (activation), % at 26.1 µM | hit rate 0.13% among 650,000; in the data active means normalized activity above about 1.9%;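 further: purified mutant Fbw7 with reduced substrate affinity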
Target sequence (Q969H0 whole entry, looked up): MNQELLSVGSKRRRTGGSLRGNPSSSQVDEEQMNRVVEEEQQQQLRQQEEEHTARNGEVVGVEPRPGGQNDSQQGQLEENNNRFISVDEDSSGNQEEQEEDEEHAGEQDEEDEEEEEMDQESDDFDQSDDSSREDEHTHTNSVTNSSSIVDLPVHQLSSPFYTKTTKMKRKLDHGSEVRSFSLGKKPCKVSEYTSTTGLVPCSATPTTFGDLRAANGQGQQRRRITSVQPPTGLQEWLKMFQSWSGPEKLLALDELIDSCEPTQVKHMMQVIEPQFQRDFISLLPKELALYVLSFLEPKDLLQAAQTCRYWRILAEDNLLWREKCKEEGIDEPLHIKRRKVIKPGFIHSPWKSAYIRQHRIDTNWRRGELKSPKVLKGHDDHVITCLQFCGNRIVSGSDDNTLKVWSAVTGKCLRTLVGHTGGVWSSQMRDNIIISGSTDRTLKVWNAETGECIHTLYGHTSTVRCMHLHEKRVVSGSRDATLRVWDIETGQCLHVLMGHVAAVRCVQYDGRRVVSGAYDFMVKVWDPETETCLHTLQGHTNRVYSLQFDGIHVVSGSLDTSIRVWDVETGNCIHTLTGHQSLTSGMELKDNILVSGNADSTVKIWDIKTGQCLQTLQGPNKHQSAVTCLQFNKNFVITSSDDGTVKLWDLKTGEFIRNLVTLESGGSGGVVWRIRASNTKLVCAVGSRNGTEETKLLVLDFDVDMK
TEAD-YAP inh: TEAD-YAP interaction inhibition, primary screen, TEAD-YAP interaction inhibitor project, luminescence, HEK-TIYL cells. TEAD-Gal4/YAP UAS-luciferase luminescence. inhibition, % at 9.12 µM. hit rate 1.4% among 640,000. AID 1259422, 2018; in the data active means inhibition above about 32%;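 further: 0% = median of test compound wells and 100% = reference inhibitor wells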
GPR151 ag: activators of human GPR151, primary screen, cell-based, PathHunter beta-arrestin, luminescence. AID 1508602, 2020. activation, % at 11.2 µM. G-protein coupled receptor 151 (Homo sapiens), Q8TDV0. hit rate 1% among 650,000. PathHunter beta-arrestin GPR151 cells; in the data active means activation above about 4.9%;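 further: 0% = median of compound wells and 100% = cells with positive control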
Target sequence (Q8TDV0 whole entry, looked up): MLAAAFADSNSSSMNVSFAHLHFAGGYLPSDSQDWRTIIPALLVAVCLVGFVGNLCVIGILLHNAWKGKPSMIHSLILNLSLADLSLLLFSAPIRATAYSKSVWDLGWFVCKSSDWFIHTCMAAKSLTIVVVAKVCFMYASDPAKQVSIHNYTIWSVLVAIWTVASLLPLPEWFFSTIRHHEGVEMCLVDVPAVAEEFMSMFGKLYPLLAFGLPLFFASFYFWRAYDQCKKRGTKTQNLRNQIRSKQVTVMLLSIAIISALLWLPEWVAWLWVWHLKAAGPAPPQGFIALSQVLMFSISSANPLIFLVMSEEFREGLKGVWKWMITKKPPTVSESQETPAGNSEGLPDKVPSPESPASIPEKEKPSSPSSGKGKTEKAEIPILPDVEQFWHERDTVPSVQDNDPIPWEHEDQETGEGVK
* hit, by the source's call. Compounds were not picked by outcome; overall some 3.4% were active at least once.

SMILES	MITF primary	FBW7 act	TEAD-YAP inh	GPR151 ag
Cn1c(CN2CCc3c(nc(N4CCCCC4)[nH]c3=O)C2)nc2ccccc21	4	0.0	9	-0.6
CC(=O)c1ccc(N2C(=O)C(=O)/C(=C(/O)c3ccccc3)C2c2ccc(Br)cc2)cc1 (centres undefined)	3	0.0	3	0.8
O=C(NC(C(=O)O)C12CC3CC(CC(C3)C1)C2)C(c1ccccc1)c1ccccc1 (centres undefined)	10	-0.1	-7	0.6
CCCCn1c2ccccc2n2c(C(=O)OC)c(C)nc12	18	-0.2	16	0.4
COc1ccc(C)cc1-n1c(C)cc(C=O)c1C	14	0.0	-2	0.6
O=C(O)CN1C(=O)/C(=C\c2cccc(Cl)c2)Sc2ccccc21	2	-0.1	-7	1.4
CC(C(=O)NCc1ccccc1)N1Cc2ccccc2C1=O (centres undefined)	-19	0.0	2	0.0
Cc1ccc2nc(NC(=O)CCN3C(=O)c4cccc([N+](=O)[O-])c4C3=O)sc2c1	10	0.1	-5	-0.8
Cc1cc(=O)oc2cc(NC(=O)c3cccc4c3C(=O)N(Cc3cccnc3)C4)ccc12	-5	-0.2	-10	0.1
O=C(CN1CCC(O)(c2cccnc2)CC1)NCC1CC1	8	0.0	-4	0.8
O=C(Cc1c[nH]c2ccccc12)Nc1cccc2ccccc12	14	0.1	-5	-0.3
COc1ccc(-c2cncc(C(=O)NC3CCN(Cc4ccccc4)CC3)c2)cn1	12	0.3	11	-1.3
CCOC(=O)/C(=N\Nc1ccccc1)c1cnc(Nc2ccccc2)s1	3	-0.2	-1	0.6
Fc1ccccc1N1CCN(c2nc(-c3ccc(Br)cc3)nc3ccccc23)CC1	2	0.0	-18	-0.8
O=C1NCC(c2ccccc2)C1C(=O)N/N=C\c1cc(O)ccc1[N+](=O)[O-] (centres undefined)	0	0.3	3	-0.6
CC(Cc1cccs1)NC(=O)c1cccs1 (centres undefined)	4	0.1	-31	-1.5
COc1cc(NC(=O)c2ccc(Cl)cc2Cl)cc(OC)c1	14	0.1	-44	-1.4
Cc1ccc(O)c(NC(=O)c2ccc3c(c2)C(=O)N(Cc2cccnc2)C3=O)c1	19	-0.4	2	-1.2
Cc1nc(SCCC(=O)O)c2ccccc2n1	-9	-0.1	4	-1.0
Cc1ccc(Nc2nc(Nc3ccc(C)cc3)nc(Sc3nc4ccccc4[nH]3)n2)cc1	-12	-0.3	-9	-0.1

Reprinted from the part before: 5 entries, then new ones.
SMILES	MITF primary	FBW7 act	TEAD-YAP inh	GPR151 ag
CC(Cc1cccs1)NC(=O)c1cccs1 (centres undefined)	4	0.1	-31	-1.5
COc1cc(NC(=O)c2ccc(Cl)cc2Cl)cc(OC)c1	14	0.1	-44	-1.4
Cc1ccc(O)c(NC(=O)c2ccc3c(c2)C(=O)N(Cc2cccnc2)C3=O)c1	19	-0.4	2	-1.2
Cc1nc(SCCC(=O)O)c2ccccc2n1	-9	-0.1	4	-1.0
Cc1ccc(Nc2nc(Nc3ccc(C)cc3)nc(Sc3nc4ccccc4[nH]3)n2)cc1	-12	-0.3	-9	-0.1
COc1ccc(C)cc1NC(=O)CN1C(=O)c2cccnc2C1=O	7	-0.3	9	-0.7
O=C(NCc1ccco1)c1ccc2c(c1)N(Cc1cccc(Cl)c1)C(=O)CS2	-1	0.0	7	-0.6
COc1ccc2nc(NC(=O)CN3CCN(Cc4ccccc4)CC3)sc2c1	11	0.1	-9	1.5
O=C(CC1(O)C(=O)Nc2ccc(Br)cc21)c1ccc(Br)cc1 (centres undefined)	-7	0.0	-1	0.3
Cc1cccc(C)c1NC(=O)Cn1c(=O)oc2ccccc21	26	0.9	0	0.3
COc1ccc(-c2ccc(/C=C/c3cc(C(F)(F)F)[nH]c(=O)n3)o2)c([N+](=O)[O-])c1	-7	-0.1	-4	1.8
CCOC(=O)C1CCN(C2CCC(=O)N(Cc3ccccc3Cl)CC2)CC1 (centres undefined)	-2	-0.1	-14	1.2
Cc1nc2ccc(NC(=O)c3cccc(Br)c3)cc2s1	8	0.0	-73	-1.1
Cc1ccc(N/C(SCc2ccccc2C)=C(/C#N)C(N)=O)cc1C	23	0.1	7	-1.1
COC(=O)Cc1c(C)c2ccc(OCC(=O)c3ccc(Cl)s3)cc2oc1=O	2	0.6	10	-1.0
Cc1ncc([N+](=O)[O-])n1CC(=O)N/N=C/c1ccccc1F	24	0.3	-5	-0.9
COc1ccc(CCn2c(SCc3csc4ccc(Cl)cc34)nc3ccccc3c2=O)cc1OC	0	0.1	0	1.1
COc1ccc2c(C)nc(N3CCC(C(=O)N4CC5CCC4C5)CC3)nc2c1 (centres undefined)	3	0.0	-20	-0.5
COc1ccc(Cl)cc1NC(=O)c1ccccc1OC(C)=O	14	0.1	9	-0.6
COc1ccc(N2CCN(CC(=O)c3ccc(F)cc3)CC2)cc1	-15	-0.2	-1	0.5
COc1ccc(C(=O)NC(=S)Nc2cccc([N+](=O)[O-])c2)cc1	9	0.1	-24	1.9
Cc1cc(OCC(=O)NC2CCCCC2C)cc(C)c1Cl (centres undefined)	13	1.1	-16	1.8
CCc1cccc(OCC(=O)Nc2cccc(C(=O)NCC(C)C)c2)c1	-2	0.1	-4	0.4
CC(C)[C@H]1CN(Cc2ccccc2F)CCN1C(=O)CCn1cncn1	1	-0.1	-10	-0.2
O=C(CSc1nc(O)cc(=O)[nH]1)Nc1ccc(Br)cc1	-7	-0.2	19	0.1

Taken from the entries so far, two compounds:
SMILES	MITF primary	FBW7 act	TEAD-YAP inh	GPR151 ag
COc1ccc(C)cc1NC(=O)CN1C(=O)c2cccnc2C1=O	7	-0.3	9	-0.7
O=C(NCc1ccco1)c1ccc2c(c1)N(Cc1cccc(Cl)c1)C(=O)CS2	-1	0.0	7	-0.6

Next results.
SMILES	MITF primary	FBW7 act	TEAD-YAP inh	GPR151 ag
O=C(Cc1csc(-n2cccc2)n1)NC1CCCCC1	1	0.1	7	2.2
CCOc1cc(N2CCN(C(=O)Nc3ccc(OC)cc3)CC2)nc(C)n1	-6	-0.1	-7	-0.5
COc1ccc(CCNC(=O)CCn2c(=S)[nH]c3ccccc3c2=O)cc1OC	-12	-0.1	-5	-0.8
COc1cccc(N2C(=O)CN(Cc3ccccc3)C2=S)c1	-5	0.1	2	-0.2
O=C1c2cccnc2C(=O)N1c1ccc(-c2nc3ccccc3o2)cc1	23	-0.8	-36	-4.9
CC1CCN(c2nc3c(c(=O)n(C)c(=O)n3C)n2CC(=O)c2ccccc2)CC1	12	0.0	10	1.2
O=C(Nc1cc(Cl)ccc1O)c1ccc(Cl)cc1[N+](=O)[O-]	10	0.1	3	1.5
CCCOC(=O)CSc1nnc(-c2ccc(OC)cc2)o1	8	0.1	-37	-0.6
O=C(N/N=C/c1ccccc1OC(=O)c1ccc([N+](=O)[O-])cc1)c1ccc([N+](=O)[O-])cc1	-4	-0.5	0	0.7
CC(NC(=O)c1nccc2ccccc12)c1nc(-c2ccc(Cl)cc2)n[nH]1 (centres undefined)	-4	0.0	-1	-0.9
CC(C)n1cnc2c(Nc3ccc(Oc4ccccc4)cc3)nc(-c3ccc(C(N)=O)cc3)nc21	19	0.2	18	-0.5
CCOc1ccccc1OCCCCN1CCOCC1	37	0.0	-1	-0.5
COC(=O)C1=C(C)N=c2s/c(=C/c3cc(Br)c(O)c(OC)c3)c(=O)n2C1	17	0.3	8	-0.3
COc1ccc(OC)c(CC(=O)N2CC[C@@H](c3ccccc3)[C@H](O)C2)c1	13	0.2	2	1.2
Cc1ccc(C)c(NC2=C(Cl)C(=O)OC2OC(=O)c2ccco2)c1 (centres undefined)	1	-0.5	-9	1.0
O=C(Nc1ccon1)c1cc(-c2ccc3c(c2)OCO3)nc2ccccc12	21	0.1	4	-0.4
CC(=O)c1c(C)[nH]c(C(=O)OCC(=O)Nc2cccc(C)c2)c1C	3	-0.1	21	-0.3
O=Cc1ccccc1-c1ccc(NCCc2ccncc2)nc1	8	-0.6	1	1.0
COc1ccc(C(C)(C)C)cc1S(=O)(=O)NC1CCCCC1	13	0.0	5	0.9
COc1ccc(-n2ncc3c(Nc4ccc(C(C)C)cc4)ncnc32)cc1	-10	0.1	-15	4.2
O=C(O)COCC(=O)Nc1ccc2c(c1)oc1ccccc12	-1	0.9	-4	-1.1
O=C(Cn1c2ccccc2c(=O)c2ccccc21)Nc1ccc(F)cc1	-16	0.3	-7	-0.8
CCCC(=O)NCCc1cc2c(C)ccc(C)c2[nH]c1=O	8	0.0	12	1.6
Nc1nc2ccc(NC(=O)c3ccc4nc(N)sc4c3)cc2s1	1	-0.1	-26	-0.5
O=C1C=CC(=O)N1c1cc(Cl)ccc1Oc1ccccc1	10	0.1	-9	-1.1
COc1ccc(CCNCC(=O)N2C(C)CCCC2C)cc1OC (centres undefined)	15	1.2	-36	-1.4
CC(=O)Nc1ccc(Nc2cc(C)c3ccccc3n2)cc1	-8	0.0	3	0.3
O=C1N[C@@H](CO)C(=O)N2CCN(C(=O)c3cc(F)c(F)cc3F)C[C@H]12	-1	0.4	-6	0.0
C/C(CC(C)C)=N\NC(=O)C(O)(c1ccccc1)c1ccccc1	8	0.3	0	-0.1
COC(=O)c1ccc(C(=O)NC(=S)Nc2nc3c(s2)CCCC3)cc1	4	-0.1	-15	0.2
CNC(=O)CSc1nnc(-c2ccncc2)n1C	-15	-0.3	3	-1.0
COC(=O)C(C)Sc1ccc2nnc(-c3cccc(F)c3)n2n1 (centres undefined)	2	-0.3	-10	0.6
Cc1nc(Nc2ccc3c(c2)OCCO3)c2cc(C)sc2n1	5	0.0	3	1.9
CCCN1CCc2nnc(C(CC(C)C)NC(C)=O)n2CC1 (centres undefined)	12	0.0	10	-0.2
O=[N+]([O-])c1ccc(OCc2nc(-c3ccc(-n4cccc4)cc3)no2)cc1	8	0.0	1	3.5
CC(C(=O)Nc1ccc(F)c(F)c1F)N1CCCCC1 (centres undefined)	0	0.0	-5	-1.4
O=C(Nc1ccc(N2CCOCC2)cc1)c1cccc(Cl)n1	12	0.0	60*	-11
CCOc1ccc(C2C(=O)N(C3CCCCCC3)CC(=O)N2C2CCCCCCC2)cc1OC (centres undefined)	11	0.1	7	0.5
CN(C)S(=O)(=O)c1cc(C(=O)NCCc2ccccc2)c(Cl)cc1Cl	-7	-0.1	-17	-0.4
CC(C)CCNC(=O)CSc1nc(Nc2ccc3c(c2)OCO3)c2ccccc2n1	1	0.7	10	0.0

Complete entries, quoted from the list. Screens in order: MITF primary | FBW7 act | TEAD-YAP inh | GPR151 ag
Listed for CCOC(=O)C1CCN(C2CCC(=O)N(Cc3ccccc3Cl)CC2)CC1 (centres undefined) = -2 | -0.1 | -14 | 1.2
Listed for COc1ccc(-c2ccc(/C=C/c3cc(C(F)(F)F)[nH]c(=O)n3)o2)c([N+](=O)[O-])c1 = -7 | -0.1 | -4 | 1.8

Next structures:
SMILES	MITF primary	FBW7 act	TEAD-YAP inh	GPR151 ag
O=C(Nc1ccc(F)cc1)c1ccc(=O)[nH]n1	12	0.0	-5	-1.8
c1ccc(-c2cnn3nnnc3n2)cc1	11	0.1	8	0.0
c1coc(CSCCNc2ncnc3sc4c(c23)CCC4)c1	-2	-0.2	22	1.2
CN(C)c1ccc(NC(=O)c2cc3c(n(-c4ccccc4)c2=O)CCCC3=O)cc1	15	0.6	7	0.3
Nc1nc(SCC(=O)N2CCCCC2)n[nH]1	10	-0.1	0	-0.6
Cc1c(Cl)cccc1NC(=S)NCC(c1cccnc1)N1CCOCC1 (centres undefined)	7	0.0	7	0.4
CCC1=NN2C(=N)/C(=C/c3cc(Cl)c(OCCOc4ccccc4)c(OC)c3)C(=O)N=C2S1	27	1.3	-12	-0.4
COc1cccc(NC(=O)/C=C/c2cc(Br)ccc2OC)c1	16	0.1	0	0.2
O=C(CCc1ccco1)N1CCC2(CC1)CC2C(=O)N1CCN(C2CCCCC2)CC1 (centres undefined)	6	0.0	2	0.0
O=C(NCCCc1ccccc1)c1cccc(F)c1	10	1.1	-29	0.4
Cc1ccc(NC(=O)CN2C(=O)N/C(=C/c3ccc(C)s3)C2=O)cc1	-29	0.0	-12	4.0
CCOC(=O)/C(N=Nc1cc(Cl)c(OC)cc1OC)=C(\C)O	-3	0.2	6	4.9*
Cc1c(C=Nc2cccc(Cl)c2Cl)c(O)n(C)c(=O)c1C#N	15	0.6	6	1.1
COc1cc(-c2nnc(SCC(=O)OC(C)C)o2)cc(OC)c1OC	7	0.0	-5	-0.9
COc1ccc(/C=C/c2nc3ccccc3s2)cc1S(=O)(=O)N1CCOCC1	6	0.1	-9	0.0
CCOc1ccc(N(C(C)C(=O)Nc2cc(Cl)ccc2C)S(C)(=O)=O)cc1 (centres undefined)	9	0.2	16	0.7
O=C(C1CC(Cc2ccccc2Cl)=NO1)N1CCCC1 (centres undefined)	5	1.4	-61	-1.1
O=C(/C=C/c1cccc2ccccc12)Nc1ccc([N+](=O)[O-])cc1	22	0.8	-13	-0.1
Cc1ccc2oc(-c3cccc(NC(=O)c4ccccc4)c3C)nc2c1	-5	0.1	-11	1.2
O=C1CSC(c2ccccc2[N+](=O)[O-])N1c1cccc(F)c1 (centres undefined)	9	-0.1	1	1.3
CC(C)(C)NC(=O)c1cc2nc3c(c(C(F)(F)F)n2n1)CCc1ccccc1-3	9	0.3	-1	1.2
Cc1nc2c(c(-c3cccs3)c1C#N)N1CCC2CC1	9	-0.1	3	-0.9
COc1ccc(CCC(=O)NC(C)C)cc1	-2	-0.1	0	-0.8
